Compound activity as filed in PubChem BioAssay.
XIAP displacement = small molecules displacing peptide from XIAP – biochemical, IAP family, fluorescence polarization (AID 1018). actives 0.007% (n = 200,000). XIAP BIR domain, fluorescence polarization peptide displacement; higher % means a stronger effect. displacement, % at 20 µM; hits with a dose series show IC50 in µM; in the data active = displacement above about 50%; also: a part of the inactive calls stands beside numbers as strong as those of hits
NOD2 inhibition = inhibition of NOD2-driven NF-kB reporter – cell-based, luminescence, uHTS, HEK293 (AID 1566); HEK293 NOD2/NF-kB luciferase reporter, luminescence; higher % means a stronger effect; inhibition, % at 4 µM; hits with a dose series show EC50 in µM; actives 0.63% (n = 290,000); also: many of its hits are not listed in these tables
human PMI inhibitors = human PMI inhibitors, high substrate, primary screen, biochemical, fluorescence intensity, high mannose 6-phosphate (AID 1220); recombinant PMI enzyme, coupled fluorescence intensity; higher % means a stronger effect; actives 0.66% (n = 190,000); inhibition, % at 20 µM; hits with a dose series show IC50 in µM
TNAP activators = stimulation of alkaline phosphatase TNAP activity – biochemical, luminescent, no phosphate acceptor, uHTS, primary screen (AID 1001); activation fold at 20 µM, or EC50 in µM where a hit was titrated; actives 0.03% (n = 200,000); purified TNAP, luminescent activation assay, no phosphate acceptor; higher activation fold means a stronger effect; in the data active = activation fold from about 3, or a potency from the dose series; inactive = the rest, 99 in 100 with activation fold below about 1.6; also: many of its hits are not listed in these tables
NOD1 inhibition = inhibition of NOD1-driven NF-kB reporter – cell-based, luminescence, uHTS, primary screen (AID 1578); NOD1-driven NF-kB luciferase reporter cells, luminescence; higher % means a stronger effect; inhibition, % at 4 µM; hits with a dose series show EC50 in µM; actives 1% (n = 290,000); in the data active = inhibition mostly above about 36%, no sharp cut-off; inactive = mostly below about 34%;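 also: HEK-293T reporter cells stimulated with the NOD1 agonist gamma-tri-DAP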
LYP inhibition = PTPN22 lymphoid phosphatase activity blockers – biochemical, fluorescence intensity, uHTS (AID 1779). recombinant LYP phosphatase, fluorescence intensity; higher % means a stronger effect. inhibition, % at 11.5 µM; hits with a dose series show IC50 in µM. actives 0.054% (n = 290,000);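 also: plate controls were vehicle with enzyme for no effect and no enzyme for full effect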
KOR beta-arrestin-1 = KOR agonists, beta-arrestin recruitment, primary screen, cell-based, luminescence, uHTS (AID 1777); activation, % at 10 µM; hits with a dose series show EC50 in µM; actives 0.02% (n = 280,000); KOR beta-arrestin recruitment, luminescence; higher % means a stronger effect; in the data active = activation above about 50%, passing the limit was not always enough; also: a part of the inactive calls stands beside numbers as strong as those of hits
KOR beta-arrestin-2 = kappa opioid receptor blockers – cell-based, luminescence, uHTS (AID 1778); KOR beta-arrestin recruitment, luminescence, antagonist mode; higher % means a stronger effect; one-dose inhibition, % at 10 µM; IC50 in µM for titrated hits; actives 0.091% (n = 290,000); also: strong numbers were not always called active
PMI inhibitors = MPI enzyme activity inhibition – biochemical, fluorescence intensity, coupled assay, primary screen (AID 1209). purified PMI enzyme, coupled fluorescence intensity; higher % means a stronger effect. inhibition, % at 20 µM; hits with a dose series show IC50 in µM. actives 0.42% (n = 190,000);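 also: plate controls were DMSO vehicle for no effect and wells lacking substrate for full effect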
The depositor's hits bear a star; . = no result given; [ ] = remark or other dose. Rule as the data show it, unless noted: active = inhibition above about 50%; inactive = the rest. Some of the compounds tested (hit frequency here may not be typical).

no. | SMILES | XIAP displacement | NOD2 inhibition | human PMI inhibitors | TNAP activators | NOD1 inhibition | LYP inhibition | KOR beta-arrestin-1 | KOR beta-arrestin-2 | PMI inhibitors
1 | CN1C(=O)/C(=C/c2ccc(C(F)(F)F)cc2)Sc2ccc(C(=O)N3CCN(c4ccccn4)CC3)cc21 | . | -2% | . | . | 18% | -6% | 9.6% | -36% | .
2 | Cc1cccc(C)c1NC(=O)CSCCO | -3.2% | 14% | 7% | 1.1 | -12% | -6% | -3.5% | 11% | 4%
3 | CCOc1cc(CNS(=O)(=O)c2ccc3c(c2)CC(=O)N3C)cc(OCC)c1OCC | . | -3% | . | . | 3% | -18% | 1.6% | -11% | .
4 | O=C(NC1CCC(NC(=O)C(F)(F)C(F)F)CC1)C(F)(F)C(F)F (configuration not stated) | -6.0% | -15% | 1% | 1.1 | -6% | -6% | 1.0% | -19% | 3%
5 | COc1ccc(CNCC(O)(c2ccccc2)c2ccccc2)cc1 | . | 5% | . | . | -10% | -6% | 0.6% | -1% | .
6 | Cc1ccc2[nH]c(=O)c3cc(C(=O)N(CCCOC(C)C)Cc4ccco4)sc3c2c1 | -1.9% | 33% | 6% | 1 | 15% | 0% | 14% | -54% | 13%
7 | O=c1[nH]c(=O)n(CCO)c2nnn(Cc3ccccc3)c12 | -2.0% | 14% | 13% | 1.1 | 4% | -6% | -1.3% | 1% | 13%
8 | CCCc1cc(=O)n2[nH]c(CCc3ccccc3)nc2n1 | -4.1% | 5% | 0% | 1 | -8% | 0% | 1.5% | 16% | -5%
9 | O=C(Nc1ccc(Br)cn1)c1cccc2c1-c1ccccc1C2=O | -6.9% | -16% | -6% | 1 | -28% | -3% | -1.3% | -60% | -6%
10 | COc1cc(OC)c(C2C(C(=O)Nc3ccccc3)=C(C)Nc3ncnn32)cc1OC (configuration not stated) | -1.6% | 5% | 23% | 1.2 | -4% | -11% | -2.7% | 26% | 0%
11 | COc1ccc(N2CC(C(=O)N3CCN(Cc4ccc5c(c4)OCO5)CC3)CC2=O)cc1 (configuration not stated) | . | 26% | . | . | -3% | -7% | -3.0% | 5% | .
12 | Cc1cc(OCc2nc(-c3cccs3)no2)cc(C)c1Cl | -10% | 3% | 12% | 1.2 | -21% | -8% | -1.5% | -20% | 20%
13 | CCN(CC)C(=O)C1CCN(Cc2ccc(Br)cc2)CC1 | -8.6% | 5% | -14% | 1 | 10% | -8% | -6.3% | -8% | -8%
14 | CCOC(=O)C1CCN(C(=O)CSc2cc(=O)n(C)c3ccccc23)CC1 | -5.2% | -10% | 10% | 1.1 | -44% | 1% | 3.5% | -1% | 1%
15 | CC1=C(C(=O)Nc2cccc(C(=O)NCc3ccccc3C)c2)SCCO1 | . | 7% | . | . | 7% | -3% | -4.8% | 38% | .
16 | CCOC(=O)N1CCN(S(=O)(=O)c2ccc(Br)s2)CC1 | -1.3% | 0% | 9% | 1.1 | -13% | 0% | -2.4% | -9% | 12%
17 | COCCN(C(=O)COC(=O)Cc1cccc2ccccc12)c1c(N)n(Cc2ccccc2)c(=O)[nH]c1=O | . | -7% | . | . | -38% | -5% | 4.0% | -2% | .
18 | Cn1c(SCc2ccccc2C#N)nnc1-c1ccncc1 | . | 3% | . | . | -33% | -6% | 5.4% | -41%[20 µM] | .
19 | COC(=O)c1ccc(N2CCN(S(=O)(=O)c3ccccc3)CC2)c([N+](=O)[O-])c1 | -4.9% | 17% | 10% | 0.9 | -18% | -1% | -1.0% | -7% | 6%
20 | Cc1c(C(=O)c2cccc([N+](=O)[O-])c2)c2ccccn2c1CCC#N | -7.6% | 11% | 2% | 1.1 | -25% | -4% | 3.5% | 13% | -1%
21 | Cn1c2ccc(F)cc2c2ncn(Cc3ccccn3)c(=O)c21 | . | -15% | . | . | -3% | -7% | 1.5% | 13% | .
22 | Cc1nnc(SCC(=O)NC(=O)NC2CCCC2)n1N | -8.4% | 18% | 9% | 1.1 | -1% | -5% | 2.1% | -20% | 15%
23 | O=C(NC1CC1)c1ccc2snnc2c1 | -6.1% | 1% | 1% | 1.1 | -12% | -12% | -10% | -9%[20 µM] | 1%
24 | O=C1C2CC=CCC2C(=O)N1CC1CCCO1 (configuration not stated) | -5.7% | 10% | 3% | 1.1 | -2% | -8% | -3.0% | -8% | 4%
25 | COc1ccc(OC)c(C2=NOC(C(=O)Nc3cccc(C(C)=O)c3)C2)c1 (configuration not stated) | -19% | 8% | 2% | 1.1 | -31% | 0% | 3.2% | -10% | 4%
26 | S=c1[nH]nc(CN2CCCC2)n1Cc1ccccc1 | -8.2% | 16% | 0% | 0.9 | -39% | -6% | 0.6% | -8% | -1%
27 | COc1cc(C)c(C(C)C)cc1S(=O)(=O)N1CCN(C)CC1 | -3.9% | -14% | 5% | 1.1 | -14% | -5% | 1.3% | -7% | 4%
28 | Cn1c(CCc2ccccc2)n[nH]c1=S | -12% | 13% | 1% | 0.8 | -28% | -6% | . | -2%[20 µM] | -2%
29 | CCOc1cc(NC(=S)NCC2CCCO2)c(OCC)cc1NC(=O)c1ccc(C)cc1 (configuration not stated) | -6.4% | 8% | 58%* | 1.1 | -14% | 4% | -0.3% | 8% | 29%
30 | CCOC(=O)/C(=N/Nc1ccc(Cl)cc1)Sc1nnnn1-c1ccc(C)cc1 | -8.8% | 1% | -12% | 0.9 | -2% | -1% | 8.3% | 19% | -6%
31 | FC(F)(F)Oc1ccc(Nc2nc3ccccc3o2)cc1 | -5.3% | -58% | 6% | 1 | -38% | 3% | 2.9% | 5% | 9%
32 | CCC(C)C(=O)OCC1(c2ccc(C)cc2OC(=O)C(C)C)CO1 (configuration not stated) | . | 14% | . | . | 3% | -6% | 3.9% | -10% | .
33 | CCN1C(=O)C(O)(CC(=O)c2ccc(-n3cccc3)cc2)c2ccccc21 (configuration not stated) | 0.9% | 14% | -6% | 1 | -9% | 1% | -3.3% | 9% | 0%
34 | C=CCN(CC=C)C(=O)Cc1ccc(F)cc1 | -2.4% | -6% | 0% | 1.1 | -29% | 0% | 3.0% | 8% | 4%
35 | COC(=O)C(C)(C)ONC(=O)Nc1ccccc1Cl | -1.6% | 16% | 4% | 1.1 | -19% | -5% | -3.0% | -13% | 6%
36 | COC(=O)CCSCC(=O)N1N=C(c2ccc(Br)cc2)CC1c1cccc(OC)c1OC (configuration not stated) | 0.4% | 2% | 5% | 1.1 | -25% | 10% | -2.0% | 0% | 6%
37 | Cc1cc(Br)ccc1OCC(=O)NC1CCCC1 | . | 22% | . | . | -18% | -12% | 0.4% | -6% | .
38 | O=C1c2ccccc2-c2onc3c(Oc4ccccc4)cc(O)c1c23 | 28% | -21% | -5% | 0.9 | -15% | -6% | 2.2% | -8% | 4%
39 | CC(=O)n1nc(-c2ccccc2)nc1NCc1ccc(N(C)C)cc1 | 1.1% | -44% | 13% | 0.5 | -39% | 2% | -5.0% | -14%[20 µM] | 3%
40 | Cc1ccc(CCNC(=O)C2CCCN(C(=O)N(C)C)C2)cc1 (configuration not stated) | -2.2% | 13% | -6% | 1.2 | 3% | -3% | -7.1% | 4% | -4%
41 | Oc1ccc2ccccc2c1CN1CCN(c2ccccc2)CC1 | -0.6% | 0% | -36% | 1.1 | 7% | -6% | 2.4% | -16% | 18%
42 | Cc1nc(-c2cccc(S(=O)(=O)N3CCC(C)CC3)c2)cs1 | -8.7% | 4% | 4% | 1 | 26% | 1% | -1.6% | -11% | 1%
43 | COc1ccccc1C1CC(=O)n2c(nc(-c3ccccc3)c2-c2ccccc2)S1 (configuration not stated) | -5.4% | 13% | 6% | 1.1 | 23% | -6% | 1.3% | -6% | 2%
44 | CCCNS(=O)(=O)c1ccc(NC(=O)Cc2cccs2)cc1 | -1.5% | 3% | -3% | 1 | -10% | -7% | -3.2% | 3% | -2%
45 | CC(N=C1NS(=O)(=O)c2ccccc21)C(=O)N1CCc2ccccc2C1 (configuration not stated) | -7.6% | -7% | 3% | 1.1 | -30% | -6% | -6.8% | 22% | 3%
46 | O=C(CCC(=O)c1ccc(F)cc1)Nc1ccccc1Cl | -1.9% | 0% | 11% | 1 | -19% | -9% | -3.5% | 26% | 8%
47 | O=C(Nc1ccccc1)C1=C[C@H](c2ccc(C(F)(F)F)cc2)C[C@H](OCc2ccc(CO)cc2)O1 | . | 7% | . | . | 4% | 8% | 7.1% | -32% | .
48 | COc1ccc(OC)c(NC(=O)C(=O)NNC(=O)c2cccs2)c1 | -3.6% | 11% | 15% | 1.9 | -29% | -9% | -1.3% | -3% | 19%
49 | Cc1onc(-c2c(Cl)cccc2Cl)c1C(=O)N1CCOCC1 | . | -2% | . | . | -21% | -12% | -0.5% | -15% | .
50 | COc1cc(Cl)c(C)cc1NC(=O)c1cccc(OC)c1OC | -3.2% | -39% | 16% | 1 | -40% | -1% | 0.3% | -43%[20 µM] | 19%

Another view of some results above:
Values run as follows: XIAP displacement | NOD2 inhibition | human PMI inhibitors | TNAP activators | NOD1 inhibition | LYP inhibition | KOR beta-arrestin-1 | KOR beta-arrestin-2 | PMI inhibitors
(32) CCC(C)C(=O)OCC1(c2ccc(C)cc2OC(=O)C(C)C)CO1 (configuration not stated)
 : . | 14% | . | . | 3% | -6% | 3.9% | -10% | .
(33) CCN1C(=O)C(O)(CC(=O)c2ccc(-n3cccc3)cc2)c2ccccc21 (configuration not stated)
 : 0.9% | 14% | -6% | 1 | -9% | 1% | -3.3% | 9% | 0%
(34) C=CCN(CC=C)C(=O)Cc1ccc(F)cc1
 : -2.4% | -6% | 0% | 1.1 | -29% | 0% | 3.0% | 8% | 4%
(35) COC(=O)C(C)(C)ONC(=O)Nc1ccccc1Cl
 : -1.6% | 16% | 4% | 1.1 | -19% | -5% | -3.0% | -13% | 6%
(36) COC(=O)CCSCC(=O)N1N=C(c2ccc(Br)cc2)CC1c1cccc(OC)c1OC (configuration not stated)
 : 0.4% | 2% | 5% | 1.1 | -25% | 10% | -2.0% | 0% | 6%
(37) Cc1cc(Br)ccc1OCC(=O)NC1CCCC1
 : . | 22% | . | . | -18% | -12% | 0.4% | -6% | .
(38) O=C1c2ccccc2-c2onc3c(Oc4ccccc4)cc(O)c1c23
 : 28% | -21% | -5% | 0.9 | -15% | -6% | 2.2% | -8% | 4%
(39) CC(=O)n1nc(-c2ccccc2)nc1NCc1ccc(N(C)C)cc1
 : 1.1% | -44% | 13% | 0.5 | -39% | 2% | -5.0% | -14%[20 µM] | 3%
(40) Cc1ccc(CCNC(=O)C2CCCN(C(=O)N(C)C)C2)cc1 (configuration not stated)
 : -2.2% | 13% | -6% | 1.2 | 3% | -3% | -7.1% | 4% | -4%

(list continues)
no. | SMILES | XIAP displacement | NOD2 inhibition | human PMI inhibitors | TNAP activators | NOD1 inhibition | LYP inhibition | KOR beta-arrestin-1 | KOR beta-arrestin-2 | PMI inhibitors
51 | COC(=O)c1cccc(S(=O)(=O)N2CCC(NC(=O)NC34CC5CC(CC(C5)C3)C4)CC2)c1 | -3.6% | -9% | 3% | 1.1 | -18% | 9% | 1.1% | -16% | 3%
52 | Oc1c(Cl)cc(Cl)cc1CNn1cnnc1 | -8.1% | -4% | 14% | 1 | 28% | -12% | 3.4% | 0%[20 µM] | 8%
53 | Cc1ccc(S(=O)(=O)/N=C(/Nc2ccc(F)cc2F)c2ccccc2)cc1 | . | -6% | . | . | -24% | -10% | -0.8% | -20% | .
54 | COc1cccc(-c2ccc(-c3noc(-c4ccccc4F)n3)c(OC)n2)c1 | -6.1% | 19% | 9% | 1.1 | -28% | -1% | -0.5% | 21% | 10%
55 | O=C(NCC1CCCCC1)c1cc(S(=O)(=O)N2CCCCC2)ccc1N1CCOCC1 | -5.4% | -1% | 14% | 1.1 | -41% | -3% | 2.0% | -20% | 9%
56 | Cc1nnc(NC(=O)C2CCN(c3cnccn3)CC2)s1 | -3.4% | 5% | -6% | 1 | -10% | -6% | 2.5% | -14% | -12%
